# D2 agonist = D2 dopamine receptor (human) agonism. 340,000 compounds, 0.53% hits. HEK293 T-REx D2 cells, calcium flux agonist mode. P14416. activation, % at 2 µM;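 active means activation over 3 SD above normal in the single-dose calcium agonist read, cut at about 30% in these data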; further: 0% is about no effect
#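 Agonism scored from kinetic calcium signal (1 read/sec, 180 s) following compound pin transfer, after a 10 s baseline. Cells: HEK293 Trex line expressing inducible D2 receptor coupled to calcium, dye-loaded after overnight culture at 30 C.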
# D2 antag = antagonizes the human D2 dopamine receptor; HEK293 TREx D2 cells, calcium flux, dopamine EC80; inhibition, % at 10 µM; 340,000 compounds, 2% hits; AID 485344; in the data active means inhibition above about 30%; further: 0% is about no effect
#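 Dopamine at EC80 is the agonist stimulus; test compounds precede it by 180 s. Calcium flux read kinetically in a force-coupled, inducible HEK293 T-REx D2 cell line.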
# D2 PAM = D2 dopamine receptor (human) potentiation; potentiation, % at 10 µM; 340,000 compounds, 0.34% hits; P14416; HEK293 T-REx D2, calcium flux, EC20 dopamine potentiation;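 active means potentiation over 3 SD above the plate norm, cut at about 30% in these data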; further: 0% is about no effect
#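 Primary screen. Calcium kinetics in induced HEK293 T-REx D2 cells: compound pre-addition 180 s, EC20 dopamine, 180 s more.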
# D1 antag = blocks dopamine activation of the human D1 receptor; HEK293 TREx D1 cells, calcium flux, dopamine EC80; active compounds read low; activity change, negative = inhibition, % at 10 µM; 360,000 compounds, 3.2% hits; in the data active means activity change below about -30%; further: on the % scale 0 is the no-effect control and ±100 the full control effect
#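 Allosteric or orthosteric antagonism assessed as attenuation of the calcium response to EC80 dopamine, added 180 s after compound, in induced HEK293 Trex D1 cells loaded with no-wash calcium dye.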
# TRHR agonist = agonists of human TRH receptor | P34981 | TRHR cells, calcium flux fluo-8, FDSS agonist mode | activation, % at 2 µM | 360,000 compounds, 0.18% hits | AID 493084; further: 0% is about no effect
#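 Agonist-mode FDSS calcium read (Ex 480/Em 530, 1 s cycles) in 1536-well TRHR cells with fluo-8 dye, after 10-cycle baseline and 23 nL compound addition; TRH at EC20 (10 nM final) added afterwards for the enhancer phase.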
# D1 PAM = potentiators of human D1 dopamine receptor | 360,000 compounds, 0.036% hits | P21728 | AID 504651 | potentiation, % at 10 µM | HEK293 TREx D1 cells, calcium flux, dopamine EC20 potentiation; in the data active means potentiation above about 30%; further: 0% is about no effect
# RXFP1 antagonist = RXFP1 (human) relaxin receptor antagonism; Q9HBX9; 350,000 compounds, 0.59% hits; HEK293-RXFP1, relaxin-stimulated cAMP HTRF, 30 min; active compounds read low; activity change, negative = inhibition, % at 57.5 µM;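 active means activity change of -60% or lower, but not beyond a set lower limit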; further: on the % scale 0 is the no-effect control and ±100 the full control effect
# Target sequence (Q9HBX9 whole entry, looked up): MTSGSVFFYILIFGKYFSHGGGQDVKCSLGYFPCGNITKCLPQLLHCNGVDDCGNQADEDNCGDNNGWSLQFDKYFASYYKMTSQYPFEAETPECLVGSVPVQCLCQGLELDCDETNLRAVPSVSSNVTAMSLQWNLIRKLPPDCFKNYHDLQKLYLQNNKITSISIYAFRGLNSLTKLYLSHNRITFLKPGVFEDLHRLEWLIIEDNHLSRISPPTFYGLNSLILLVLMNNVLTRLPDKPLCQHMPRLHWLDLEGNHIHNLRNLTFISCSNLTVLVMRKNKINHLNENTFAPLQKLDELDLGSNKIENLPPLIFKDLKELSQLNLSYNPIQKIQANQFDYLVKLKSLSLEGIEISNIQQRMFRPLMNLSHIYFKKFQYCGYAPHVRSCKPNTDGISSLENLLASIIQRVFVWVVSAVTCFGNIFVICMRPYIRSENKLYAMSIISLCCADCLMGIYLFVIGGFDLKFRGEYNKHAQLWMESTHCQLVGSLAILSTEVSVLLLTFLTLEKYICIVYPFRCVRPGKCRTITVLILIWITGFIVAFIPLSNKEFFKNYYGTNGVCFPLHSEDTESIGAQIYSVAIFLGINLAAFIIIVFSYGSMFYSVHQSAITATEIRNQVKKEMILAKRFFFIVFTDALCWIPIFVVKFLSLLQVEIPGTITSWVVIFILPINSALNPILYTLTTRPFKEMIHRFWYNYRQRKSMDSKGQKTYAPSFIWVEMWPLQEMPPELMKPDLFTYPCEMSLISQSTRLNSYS
# TRHR enhancer = TRH receptor (human) allosteric enhancement | 360,000 compounds, 0.66% hits | P34981 | TRHR cells, fluo-8 calcium fluorescence, EC20 TRH enhancement | enhancement, % at 2 µM | AID 493056; in the data active means enhancement above about 30%; further: 0% is about no effect
#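 Enhancer read-out: after compound pinning and an initial kinetic agonist-mode read, an EC20 of TRH (10 nM final) was injected and fluo-8 calcium signal (Ex 480/Em 530) followed at 1 s/cycle for 100 cycles in TRHR-expressing cells.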
# D1 ag = agonists of human D1 dopamine receptor | HEK293 T-REx D1 cells, calcium flux, agonist mode | activation, % at 2 µM | 360,000 compounds, 1% hits | AID 504660; further: 0% is about no effect
#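 Tetracycline-induced HEK293 TREx D1 cells, force-coupled to calcium signalling, were dye-loaded with a no-wash calcium kit. Compound was pin-added after a 10 s baseline. Fluorescence was read kinetically at 1 cycle/s for 180 s, with calcium rises flagged as agonism.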
# * marks the source's active call; other numbers are inactive results; / = no result given; & = joins results of further samples. Unless noted, no stated cut-off is given here; in the data, active means activation above about 30%; inactive means the rest. This is a random part of the collection; 7.1% or so of the library scored in one or more.
SMILES,D2 agonist,D2 antag,D2 PAM,D1 antag,TRHR agonist,D1 PAM,RXFP1 antagonist,TRHR enhancer,D1 ag
CCOC(=O)c1[nH]c(C)c(C(=O)OCC(=O)N2CCCCC2C)c1C (configuration not stated),0.4,13,-11,-27,0.1,-14,-14,-3,4
Cc1onc(-c2ccccc2)c1C(N)=O,-0.6,7,-8,10,-2.3,-3,-14,4,2
CCOCCCNC(=O)C1CCN(S(=O)(=O)c2cc(Br)cc3c2N(C(=O)CC)CC3)CC1,0.2,3,3,1,-1.0,/,8,7,1
C/C(=N\NC(=O)c1nnn(-c2nonc2N)c1C(C)C)c1cc(C)sc1C,0.3,-8,-1,-12,-0.1,-6,-3,2,-1
Cc1ccc2c(c1)C(c1ccc([N+](=O)[O-])cc1)=NNC(c1ccc(Br)cc1)=N2,0.7,-20,0,-1,0.1,-4,3,-2,0
CC1(C)OC2C(O1)[C@@H](CO)O[C@H]2n1cnc2c(N)ncnc21 (some centres not stated),0.4,10,11,-22,0.5,5,/,1,1
Cc1ccc(NC(=O)Cn2c(-c3ccc4c(c3)OCO4)cn(-c3ccccc3)c2=O)cc1C,0.7,/,-1,1,0.3,-2,-12,-2,0
O=C(O)CC(Cc1ccc(Cl)cc1)C(=O)NCC12CC3CC(CC(C3)C1)C2 (configuration not stated),-0.2,18,21,-8,0.2,4,-6,-5,5
Cc1ccc(Cl)cc1-n1c(=O)c2sc3ccccc3c2n(CC(=O)NC2CCCCC2)c1=O,0.8,/,0,5,0.9,1,/,-18,0
CCOC(=O)C1(C)C=C(Nc2ccc(NC(C)=O)cc2)C(=O)N1c1ccc(NC(C)=O)cc1 (configuration not stated),0.8,-9,11,4,0.3,0,-7,7,-1
Cc1ccc(OCc2nc(-c3ccc(C(=O)NCc4ccc(OC(C)C)cc4)cc3)oc2C)cc1,-0.9,/,4,15,-0.7,0,2,1,0
COc1ccc(-n2c(=S)[nH]c3ccccc32)cc1,-0.2,-5,4,10,1.3,6,-26,-2,1
Cc1ccc2nccc(C(=O)N3CCCC(Nc4ccc(C)c(C)c4)C3)c2c1 (configuration not stated),0.7,-2,-10,27,-0.9,-2,1,15,1
CCOc1ccc(C(=O)NCC(=O)OCC(=O)N2C(C)CCCC2C)cc1 (configuration not stated),3.0,9,-13,7,0.1,11,5,1,0
Cc1ccc(CSc2nc3ccc(NC(=O)CC(C)C)cc3s2)cc1,/,/,-18,-14,1.3,-2,/,2,3
COc1ccc(NC(=O)CSC2=NN3CCCC(=O)N=C3S2)c(OC)c1,0.7,17,-3,8,0.7,-4,4,13,2
COC(=O)c1ccc(-n2nnnc2SCC(=O)N2CCCCC2)cc1,-0.6,-11,10,-30*,-0.4,-4,-1,6,5
O=C(Cc1ccccc1[N+](=O)[O-])NCCCN1CCOCC1,1.0,-25,8,8,0.0,-2,7,9,2
COc1ccc(C(F)(F)F)cc1N/C=C/c1nnnn1-c1ccc(C)cc1,0.4,-2,-8,-6,0.3,6,-3,-13,3
CCCN(CC(=O)Nc1ccc(C(N)=O)cc1)CC(=O)Nc1cc(Cl)ccc1Cl,0.0,0,5,8,0.5,3,-10,0,6

# In a second layout: twelve of the compounds above.
smiles | D2 agonist | D2 antag | D2 PAM | D1 antag | TRHR agonist | D1 PAM | RXFP1 antagonist | TRHR enhancer | D1 ag
O=C(O)CC(Cc1ccc(Cl)cc1)C(=O)NCC12CC3CC(CC(C3)C1)C2 (configuration not stated) | -0.2 | 18 | 21 | -8 | 0.2 | 4 | -6 | -5 | 5
Cc1ccc(Cl)cc1-n1c(=O)c2sc3ccccc3c2n(CC(=O)NC2CCCCC2)c1=O | 0.8 | / | 0 | 5 | 0.9 | 1 | / | -18 | 0
CCOC(=O)C1(C)C=C(Nc2ccc(NC(C)=O)cc2)C(=O)N1c1ccc(NC(C)=O)cc1 (configuration not stated) | 0.8 | -9 | 11 | 4 | 0.3 | 0 | -7 | 7 | -1
Cc1ccc(OCc2nc(-c3ccc(C(=O)NCc4ccc(OC(C)C)cc4)cc3)oc2C)cc1 | -0.9 | / | 4 | 15 | -0.7 | 0 | 2 | 1 | 0
COc1ccc(-n2c(=S)[nH]c3ccccc32)cc1 | -0.2 | -5 | 4 | 10 | 1.3 | 6 | -26 | -2 | 1
Cc1ccc2nccc(C(=O)N3CCCC(Nc4ccc(C)c(C)c4)C3)c2c1 (configuration not stated) | 0.7 | -2 | -10 | 27 | -0.9 | -2 | 1 | 15 | 1
CCOc1ccc(C(=O)NCC(=O)OCC(=O)N2C(C)CCCC2C)cc1 (configuration not stated) | 3.0 | 9 | -13 | 7 | 0.1 | 11 | 5 | 1 | 0
Cc1ccc(CSc2nc3ccc(NC(=O)CC(C)C)cc3s2)cc1 | / | / | -18 | -14 | 1.3 | -2 | / | 2 | 3
COc1ccc(NC(=O)CSC2=NN3CCCC(=O)N=C3S2)c(OC)c1 | 0.7 | 17 | -3 | 8 | 0.7 | -4 | 4 | 13 | 2
COC(=O)c1ccc(-n2nnnc2SCC(=O)N2CCCCC2)cc1 | -0.6 | -11 | 10 | -30* | -0.4 | -4 | -1 | 6 | 5
O=C(Cc1ccccc1[N+](=O)[O-])NCCCN1CCOCC1 | 1.0 | -25 | 8 | 8 | 0.0 | -2 | 7 | 9 | 2
COc1ccc(C(F)(F)F)cc1N/C=C/c1nnnn1-c1ccc(C)cc1 | 0.4 | -2 | -8 | -6 | 0.3 | 6 | -3 | -13 | 3

# The listing continues:
SMILES,D2 agonist,D2 antag,D2 PAM,D1 antag,TRHR agonist,D1 PAM,RXFP1 antagonist,TRHR enhancer,D1 ag
Nc1nc(Nc2cc(F)cc(F)c2)nc(NC2CCCC2)n1,/,/,/,25,0.9,1,/,1,3
COc1ccc(-c2cn3nc(N4CCC(C(=O)Nc5cccc(OC)c5)CC4)sc3n2)cc1,0.1,/,-7,5,0.0,-2,-4,3,-1
Fc1ccc2nc3c(nc2c1)CCCC3,1.3,-1,7,3,-0.2,7,0,-3,2
O=C(NCC1CCCO1)c1ccc2c(c1)N(Cc1ccccc1)C(=O)CS2 (configuration not stated),/,/,-3,-6,-0.7,-2,15,1,0
O=c1[nH]c2ccccc2nc1NCCN1CCOCC1,0.8,10,13,-4,0.0,15,-2,2,4
COc1cccc(NC(=S)N(CCc2ccc(OC)c(OC)c2)Cc2ccccn2)c1,2.3,19,-3,-17,0.0,-2,13,-22,2
Nc1nc(SCc2ccc([N+](=O)[O-])cc2)nc2nc3c(cc12)CCCC3,/,/,/,-18,-1.1,-14,/,0,0
COCCCN1CC23C=CC(O2)C(C(=O)O)C3C1=O (configuration not stated),0.2,-15,10,26,0.7,1,-8,0,2
CCOC(=O)c1cnc2cc(C(F)(F)F)ccc2c1Nc1cc(C)ccc1OC,-1.5,/,13,0,-3.1,1,-3,1,2
COc1cccc(N2CC(C(=O)Nc3c(C)cccc3C)CC2=O)c1 (configuration not stated),0.2,-22,6,1,-0.1,-3,-5,2,1
O=C(O)c1cccc(NC(=O)C2C3C=CC(C3)C2C(=O)OCC(F)(F)C(F)F)c1 (configuration not stated),1.2,0,-3,1,-0.5,-3,-3,4,2
CS(=O)(=O)CCC(C(=O)O)N1C(=O)c2ccc(Oc3ccc(Cl)cc3)cc2C1=O (configuration not stated),1.0,-3,-9,5,1.5,-5,5,5,4
CCC(C)N(C(=O)COC(=O)COc1c(C)cc(C)cc1C)C1CCS(=O)(=O)C1 (configuration not stated),-0.3,17,9,-17,-0.3,-4,0,5,4
O=C(c1cc(COc2ccc(F)cc2F)on1)N1CCOCC1,-0.1,11,1,11,-0.4,-3,3,-1,3
O=C(/C=C/c1ccccc1)c1ccc2c(c1)OCCCCO2,-0.7,-12,-2,-15,0.0,-7,-17,-12,7
CCOC(=O)CSc1nnc(CNc2cccc(Cl)c2)n1-c1ccccc1,-1.0,-1,-6,-16,0.0,1,9,3,17
NS(=O)(=O)c1ccc(CNC(=O)CSc2nc3ccc(Cl)cc3[nH]2)cc1,-0.9,10,9,35,0.0,1,5,1,-3
Nc1ccc2c(c1)OCCOCCOCCOCCOCCO2,0.3,-7,8,-14,-0.5,-1,-4,1,3
Cc1ccc(S(=O)(=O)N2CCC(C(=O)OCC(=O)N3CC(C)CC(C)C3)CC2)cc1C (configuration not stated),1.0,0,21,15,0.3,1,-6,1,1
CC(=O)Nc1ccc(Sc2ncccc2C(=O)Nc2cc(Cl)cc(Cl)c2)cn1,1.7,12,5,-19,2.3,-5,-1,5,25
Cn1c(SCc2ccccc2F)nnc1-c1ccccn1,-0.6,-23,-2,/,-0.4,5,4,0,-1
CCOc1ccc(NC(=O)CN(C)C(=O)CC2CCCCC2)cc1OCC,0.0,3,-11,-17,-0.2,0,-10,-1,-1
Cc1ccc(C(=O)NCCCNC(=O)c2ccccn2)cc1,0.9,-6,-6,-3,0.1,-2,-19,4,1
O=C(/C=C/c1ccc(N2CCC(c3ccccc3)=N2)cc1)c1ccccc1,37*,33*,-4,-28,57*,-12,-4,-3,138*
COc1ccc(CN2CCN(c3ncnc4scc(-c5ccc(F)cc5)c34)CC2)cc1,-3.5,10,13,6,-0.8,6,-61*,-7,1
Cc1cc(C)nc(NS(=O)(=O)c2ccc(N3C(=O)c4ccccc4C3=O)cc2)n1,0.3,-2,-1,3,-1.0,-7,/,-1,3
CCC1CCCCN1CCCNC(=O)c1cc2c(Cl)nc3ccccc3c2s1 (configuration not stated),0.6&0.7,9,-5&9,-2&19,0.4&0.0,-2&4,-9,-4&2,1&8
CCOC(=O)c1c(S(=O)(=O)N2CCC(C(=O)NCc3ccccc3OC)CC2)c(C)n(C)c1C,0.3,/,-7,3,-0.1,-2,-8,-5,1
COC(=O)c1cc(=O)c2c([N+](=O)[O-])ccc(OC)c2o1,0.6,-12,3,23,0.7,2,2,-2,1
CCn1c(SCC(=O)Nc2ccc(Cl)cc2)nnc1C1CC1,/,/,/,23,-0.1,-3,/,-1,-2
CSCC[C@H](NC(=O)c1cccnc1)c1nnc2ccccn12,/,/,/,-1,0.6,6,10,7,-1
O=C(C1CCCN(Cc2ccccc2Cl)C1)N1CCCCC1 (configuration not stated),0.3,-14,5,-6,0.8,-6,-6,4,2
COc1ccc(/C=C/C(=O)NCC(=O)N=Nc2c(O)[nH]c3ccc([N+](=O)[O-])cc23)cc1,1.6,6,12,11,0.2,-2,-12,21,2
COc1cccc(-c2cc3nc(-c4ccccc4)cc(N4CCC5(CC4)OCCO5)n3n2)c1,-0.1,-5,-9,5,2.1,-7,-2,9,8

# Whole records, looked up by structure:
# `Cn1c(SCc2ccccc2F)nnc1-c1ccccn1` is listed as D2 agonist: -0.6; D2 antag: -23; D2 PAM: -2; D1 antag: /; TRHR agonist: -0.4; D1 PAM: 5; RXFP1 antagonist: 4; TRHR enhancer: 0; D1 ag: -1
# `COC(=O)c1cc(=O)c2c([N+](=O)[O-])ccc(OC)c2o1` is listed as D2 agonist: 0.6; D2 antag: -12; D2 PAM: 3; D1 antag: 23; TRHR agonist: 0.7; D1 PAM: 2; RXFP1 antagonist: 2; TRHR enhancer: -2; D1 ag: 1

# Screening data as filed in PubChem.
